Screens (PubChem BioAssay)
Tn7 DDE FP: inhibitors of Tn7 peptide binding to fibrin DD(E), primary screen, biochemical, fluorescence polarization, human fibrin, Tn7 probe. inhibition, % at 8.3 µM. Fibrinogen beta chain (Homo sapiens), P02675. AID 720508, 2013. FP displacement of FITC-Tn7 peptide from fibrin DD(E); 0% = median of compound wells per plate. 370,000 compounds, 0.13% hits;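 active = inhibition above the mean of compounds falling within the control limits plus 3 SD of them, cut at about 14% in these data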;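 also: 0% = plate median of compound wells and 100% = 10 µM Aha-Tn7 peptide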
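Assay system: human fibrin DD(E) protein / Input: 2 µM fibrin DD(E) / Benchmarks: high control of 10 µM Aha-Tn7 peptide / Measured by: fluorescence polarization of the labelled Tn7 tracer / Medium: Tris buffer with calcium and detergent, pH 7.8 / Timing: 10 min compound pre-incubation, 3 h probe incubation at room temperature / Repeats: one replicate per compound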
ADAM17 inh: ADAM17 inhibitors, primary screen, biochemical, QFRET; Disintegrin and metalloproteinase domain-containing protein 17 (Homo sapiens), P78536; recombinant ADAM17, EDANS/DABCYL FRET peptide cleavage; inhibition, % at 6.95 µM; 370,000 compounds, 0.83% hits;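 active = inhibition above the mean of compounds lying between control limits plus 3 SD, set per campaign, cut at about 8.5% in these data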;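 also: 0% = DMSO-only wells as the low control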
ASAP1 inh: inhibitors of human ASAP1 ArfGAP activity, primary screen, biochemical, fluorescence polarization. AID 624377, 2012. 360,000 compounds, 0.19% hits. inhibition, % at 16.5 µM. ASAP1-stimulated ARF1 GTP hydrolysis, GDP FP detection. Arf-GAP with SH3 domain, ANK repeat and PH domain-containing protein 1 (Homo sapiens), …; in the data active = inhibition above about 25%;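 also: 0% = vehicle with enzyme and substrate and 100% = no enzyme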
ARFGAP1 inh: inhibitors of rat ARFGAP1 GAP activity, primary screen, biochemical, fluorescence polarization, GDP tracer; Arfgap1-stimulated ARF1 GTP hydrolysis, GDP FP detection; inhibition, % at 16.5 µM; AID 651572, 2012; 360,000 compounds, 0.26% hits;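 active = inhibition above a per-plate limit, mean inhibition of low control wells plus 3 SD, cut at about 25% in these data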;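 also: 0% = DMSO wells with enzyme and 100% = wells lacking Arfgap1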
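Material: rat Arfgap1 GAP domain (His6, aa 1-136), purified enzyme. Also added: human ARF1(Δ1-17)-GTP substrate. Compound dosing: 16.5 µM single point, 1.26% DMSO. Timing: enzyme reaction 120 min at 25 °C after 20 min preincubation. Signal: GDP detection by fluorescence polarization. Read-out basis: percent inhibition of GAP-stimulated GDP formation, scaled between DMSO and no-Arfgap1 medians.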
MBD2 DNA inh: inhibitors of MBD2 binding to methylated DNA, primary screen, biochemical, TR-FRET, DNA-binding domain, human; MBD2 binding to methylated oligonucleotide; AID 686964, 2013; inhibition, % at 4.4 µM; 370,000 compounds, 0.31% hits; in the data active = inhibition above about 13%
PLC-beta3 inh: human PLC-beta3 inhibitors, primary screen, biochemical, fluorescence | Purified PLC-beta3, fluorogenic substrate | inhibition, % at 12.2 µM | 370,000 compounds, 0.18% hits | AID 720704, 2013; in the data active = inhibition above about 11%;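 also: 0% = median of compound wells on plate and 100% = full blocker control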
Tn6 DDE FP: inhibitors of Tn6 peptide binding to fibrin DD(E), primary screen, biochemical, fluorescence polarization, human fibrin, Tn6 probe; Fibrinogen beta chain (Homo sapiens), P02675; Fibrin DD(E) TRITC-Tn6 fluorescence polarization displacement; inhibition, % at 8.3 µM; 370,000 compounds, 0.21% hits;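 active = inhibition above a per-campaign cutoff: mean of compounds within control limits plus 3 SD, cut at about 15% in these data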;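 also: 0% = median of all compound wells on the plate and 100% = blocking peptide control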
UHRF1 binding: UHRF1 methylated DNA binding inhibitors, primary screen, counter-screen for MBD2 inhibitor project, biochemical, TR-FRET, human UHRF1, single concentration; 370,000 compounds, 0.75% hits; inhibition, % at 4.4 µM; UHRF1 binding to methylated oligo; E3 ubiquitin-protein ligase UHRF1 (Homo sapiens), Q96T88; in the data active = inhibition above about 21%;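 also: UHRF1 SRA domain binding a hemimethylated CpG hairpin DNA probe; 0% = median of test compound wells and 100% = reference inhibitor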
proKLK7 act: proKLK7 zymogen activators, primary screen, biochemical, fluorescence intensity; purified proKLK7, EDANS-DABCYL substrate fluorescence; 100% is mature enzyme control, 0% vehicle; Kallikrein-7 (Homo sapiens), P49862; AID 652039, 2013; activation, % at 7 µM; 370,000 compounds, 0.9% hits;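 active = activation above the mean of all tested compounds plus 3 SD, computed per campaign excluding outliers beyond control limits, cut at about 13% in these data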
PLC-gamma1 inh: PLC-gamma1 enzyme inhibitors, primary screen, biochemical, fluorescence, purified enzyme; 1-phosphatidylinositol 4,5-bisphosphate phosphodiesterase gamma-1 (Homo sapiens), P19174; fluorogenic substrate; inhibition, % at 12.2 µM; 370,000 compounds, 0.84% hits; in the data active = inhibition above about 9.5%
* marks the source's active call; other numbers are inactive results.

For CCc1ccc(CNC(=O)C2CCCN(c3nnc(C)c4c(C)n(-c5ccccc5)nc34)C2)cc1 (configuration not stated) the results were Tn7 DDE FP -5, ADAM17 inh -61, ASAP1 inh -6, ARFGAP1 inh -13, MBD2 DNA inh 3, PLC-beta3 inh -158, Tn6 DDE FP -6, UHRF1 binding 0, proKLK7 act 1.3 and PLC-gamma1 inh -113.
`Cc1cc2ncn(C(=O)N3CCC(C)CC3)c2cc1C` gave Tn7 DDE FP -11, ADAM17 inh -1, ASAP1 inh -4, ARFGAP1 inh 5, MBD2 DNA inh -2, PLC-beta3 inh 2, Tn6 DDE FP 10, UHRF1 binding 0, proKLK7 act -0.5 and PLC-gamma1 inh 2.
CN(C)/C=C(/C(=O)c1ccc(Cl)c(Cl)c1)S(C)(=O)=O was read as Tn7 DDE FP 10, ADAM17 inh -2, ASAP1 inh -3, ARFGAP1 inh -1, MBD2 DNA inh -1, PLC-beta3 inh -1, Tn6 DDE FP 5, UHRF1 binding 3, proKLK7 act 0.1 and PLC-gamma1 inh 0.
Screening N#Cc1ccc(NC(=O)Cn2c3[n+](c4ccc(C(F)(F)F)cc42)CCCCC3)cc1 returned Tn7 DDE FP 0, ADAM17 inh -7, ASAP1 inh 4, ARFGAP1 inh -2, MBD2 DNA inh 2, PLC-beta3 inh -1, Tn6 DDE FP 12, UHRF1 binding 1, proKLK7 act -0.2 and PLC-gamma1 inh -1.
For CCS(=O)(=O)C(=C1Nc2ccccc2N1)S(=O)(=O)CC the results were Tn7 DDE FP 5, ADAM17 inh -8, ASAP1 inh 6, ARFGAP1 inh 3, MBD2 DNA inh 2, PLC-beta3 inh 0, Tn6 DDE FP 0, UHRF1 binding 0, proKLK7 act -0.2 and PLC-gamma1 inh -4.
Screening Cc1onc(-c2ccccc2)c1CNS(=O)(=O)c1ccccc1[N+](=O)[O-] returned Tn7 DDE FP 2, ADAM17 inh -1, ASAP1 inh 1, ARFGAP1 inh 2, MBD2 DNA inh 1, PLC-beta3 inh -9, Tn6 DDE FP -1, UHRF1 binding 3, proKLK7 act -0.6 and PLC-gamma1 inh 0.
Screening CCCCn1c(N)c(N(CCOC)C(=O)c2ccc(OCc3c(C)noc3C)cc2)c(=O)[nH]c1=O returned Tn7 DDE FP -2, ADAM17 inh -1, ASAP1 inh -3, ARFGAP1 inh 5, MBD2 DNA inh -1, PLC-beta3 inh -2, Tn6 DDE FP 3, UHRF1 binding 0, proKLK7 act 0.0 and PLC-gamma1 inh 1.
`COc1ccc(C(=O)NC(C)c2nnc(SCc3ccc(Cl)c(Cl)c3)n2C)cc1` (configuration not stated) gave Tn7 DDE FP 0, ADAM17 inh 0, ASAP1 inh -15, ARFGAP1 inh -7, MBD2 DNA inh 2, PLC-beta3 inh 2, Tn6 DDE FP -3, UHRF1 binding 0, proKLK7 act -0.5 and PLC-gamma1 inh 0.
`COc1cc(/C=N/NC(=O)CCN2CCN(Cc3ccccc3)CC2)cc(OC)c1OC` gave Tn7 DDE FP -9, ADAM17 inh 1, ASAP1 inh -1, ARFGAP1 inh 12, MBD2 DNA inh -4, PLC-beta3 inh -1, Tn6 DDE FP 0, UHRF1 binding -1, proKLK7 act 0.3 and PLC-gamma1 inh 3.
CS(=O)(=O)c1cccc(C(=O)Nc2ccc(S(=O)(=O)N3CCCCC3)cc2)c1 was read as Tn7 DDE FP -1, ADAM17 inh -4, ASAP1 inh 7, ARFGAP1 inh 5, MBD2 DNA inh -1, PLC-beta3 inh -8, Tn6 DDE FP -2, UHRF1 binding -2, proKLK7 act 0.4 and PLC-gamma1 inh 3.
For Cc1cc(N(C)Cc2ccccc2)nc(-c2ccccc2)n1 the results were Tn7 DDE FP 3, ADAM17 inh 0, ASAP1 inh -10, ARFGAP1 inh -5, MBD2 DNA inh -2, PLC-beta3 inh -1, Tn6 DDE FP -2, UHRF1 binding 0, proKLK7 act -0.1 and PLC-gamma1 inh 5.
For Nc1ccc2nc(-c3ccccc3)c(-c3ccccc3)nc2c1 the results were Tn7 DDE FP -6, ADAM17 inh -6, ASAP1 inh -6, ARFGAP1 inh 1, MBD2 DNA inh -2, PLC-beta3 inh inactive, Tn6 DDE FP -4, UHRF1 binding -5, proKLK7 act -7.9 and PLC-gamma1 inh inactive.
Screening COc1ccccc1-c1noc(CCC(=O)Nc2cccc(C)c2)n1 returned Tn7 DDE FP 3, ADAM17 inh -2, ASAP1 inh -5, ARFGAP1 inh -9, MBD2 DNA inh 0, PLC-beta3 inh -3, Tn6 DDE FP -4, UHRF1 binding 0, proKLK7 act 0.2 and PLC-gamma1 inh 0.
Screening O=S(=O)(c1ccccc1)N1CCN(C(=S)NCc2ccccc2)CC1 returned Tn7 DDE FP -3, ADAM17 inh 1, ASAP1 inh -10, ARFGAP1 inh 3, MBD2 DNA inh 5, PLC-beta3 inh 0, Tn6 DDE FP 3, UHRF1 binding -2, proKLK7 act -0.4 and PLC-gamma1 inh 4.
For O=C(O)c1cc(=O)[nH]c2c(Cl)cccc12 the results were Tn7 DDE FP -1, ADAM17 inh -10, ASAP1 inh -2, ARFGAP1 inh 7, MBD2 DNA inh 2, PLC-beta3 inh -14, Tn6 DDE FP 1, UHRF1 binding 2, proKLK7 act 1.4 and PLC-gamma1 inh -9.
`CC[C@@]1(C(=O)OC)N[C@H](CN(C)C(=O)Nc2ccc(OC)cc2)[C@@H]2C(=O)N(Cc3ccccc3)C(=O)[C@@H]21` gave Tn7 DDE FP 5, ADAM17 inh -3, ASAP1 inh -6, ARFGAP1 inh 0, MBD2 DNA inh -2, PLC-beta3 inh 1, Tn6 DDE FP -1, UHRF1 binding -2, proKLK7 act -0.2 and PLC-gamma1 inh 0.
`Cc1nn(CCC(=O)NNC(=O)Nc2ccc(F)cc2)c(C)c1[N+](=O)[O-]` gave Tn7 DDE FP 3, ADAM17 inh 0, MBD2 DNA inh -2, PLC-beta3 inh 2, Tn6 DDE FP 2, UHRF1 binding 2, proKLK7 act -0.2 and PLC-gamma1 inh 1.
For COCCn1cc(C(=O)NCc2cccs2)c2c3ccccc3n(C)c2c1=O the results were Tn7 DDE FP 3, ADAM17 inh -54, ASAP1 inh 10, ARFGAP1 inh -9, MBD2 DNA inh -3, PLC-beta3 inh -112, Tn6 DDE FP -5, UHRF1 binding -5, proKLK7 act -16 and PLC-gamma1 inh -80.
CCOC(=O)C(=CN=C(N)Nc1nc2ccccc2o1)C(=O)OCC was read as Tn7 DDE FP 4, ADAM17 inh -6, ASAP1 inh 0, ARFGAP1 inh -7, MBD2 DNA inh 0, PLC-beta3 inh -10, Tn6 DDE FP -5, UHRF1 binding -1, proKLK7 act -1.5 and PLC-gamma1 inh -13.
Screening CC(=O)OCCN1C(=O)c2cccnc2C1=O returned Tn7 DDE FP 5, ADAM17 inh -6, ASAP1 inh -6, ARFGAP1 inh 1, MBD2 DNA inh -2, PLC-beta3 inh 2, Tn6 DDE FP 7, UHRF1 binding 0, proKLK7 act 0.0 and PLC-gamma1 inh 1.

An excerpt from above in order of heavy-atom count, largest number first.
`Cc1nn(CCC(=O)NNC(=O)Nc2ccc(F)cc2)c(C)c1[N+](=O)[O-]` gave Tn7 DDE FP 3, ADAM17 inh 0, MBD2 DNA inh -2, PLC-beta3 inh 2, Tn6 DDE FP 2, UHRF1 binding 2, proKLK7 act -0.2 and PLC-gamma1 inh 1.
For CCS(=O)(=O)C(=C1Nc2ccccc2N1)S(=O)(=O)CC the results were Tn7 DDE FP 5, ADAM17 inh -8, ASAP1 inh 6, ARFGAP1 inh 3, MBD2 DNA inh 2, PLC-beta3 inh 0, Tn6 DDE FP 0, UHRF1 binding 0, proKLK7 act -0.2 and PLC-gamma1 inh -4.
CN(C)/C=C(/C(=O)c1ccc(Cl)c(Cl)c1)S(C)(=O)=O was read as Tn7 DDE FP 10, ADAM17 inh -2, ASAP1 inh -3, ARFGAP1 inh -1, MBD2 DNA inh -1, PLC-beta3 inh -1, Tn6 DDE FP 5, UHRF1 binding 3, proKLK7 act 0.1 and PLC-gamma1 inh 0.

Remaining list, next part.
Screening CCN(C(=O)CSc1nccn1C)c1cccc2ccccc12 returned Tn7 DDE FP 2, ADAM17 inh 0, ASAP1 inh -14, ARFGAP1 inh 1, MBD2 DNA inh -3, PLC-beta3 inh -6, Tn6 DDE FP 4, UHRF1 binding 4, proKLK7 act 0.0 and PLC-gamma1 inh 1.
C[C@@H]1CN([C@H](C)CO)C(=O)c2cc(Br)cnc2O[C@H]1CN(C)C(=O)Nc1ccc2c(c1)OCO2 was read as Tn7 DDE FP -8, ADAM17 inh -4, ASAP1 inh 2, ARFGAP1 inh 1, MBD2 DNA inh -4, PLC-beta3 inh 0, Tn6 DDE FP 2, UHRF1 binding -3, proKLK7 act -1.0 and PLC-gamma1 inh 2.
For CCCc1cc(-c2ccc(O)c(OCC)c2)c(C#N)c(N)n1 the results were Tn7 DDE FP 2, ADAM17 inh -5, ASAP1 inh 0, ARFGAP1 inh -12, MBD2 DNA inh 0, PLC-beta3 inh -107, Tn6 DDE FP -1, UHRF1 binding -2, proKLK7 act 0.1 and PLC-gamma1 inh -79.
For COc1ccc(NC(=O)CN2C(=O)COc3ccc(S(=O)(=O)N4CCOCC4)cc32)cc1Cl the results were Tn7 DDE FP -3, ADAM17 inh -1, ASAP1 inh -3, ARFGAP1 inh 7, MBD2 DNA inh -1, PLC-beta3 inh -8, Tn6 DDE FP 0, UHRF1 binding 0, proKLK7 act 0.5 and PLC-gamma1 inh 3.
`O=S(=O)(c1ccccc1)N1CCN(C(=S)Nc2ccccc2Cl)CC1` gave Tn7 DDE FP 5, ADAM17 inh -3, ASAP1 inh 2, ARFGAP1 inh -8, MBD2 DNA inh 3, PLC-beta3 inh -7, Tn6 DDE FP 0, UHRF1 binding -3, proKLK7 act 0.0 and PLC-gamma1 inh 4.
